Screening data: PubChem BioAssay, Broad Institute
PAX8 reporter: inhibitors of PAX8-driven TPO luciferase reporter, primary screen, RMG-I cells, single concentration; SteadyGlo, 24 h; inhibition, % at 12.6 µM; 360,000 compounds, 1.2% hits; AID 652154, 2013;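 active = mean replicate inhibition at least 60% with every replicate also reaching 60%; inconclusive = only one of the two criteria is met; inactive = mean below 60% and not all replicates reaching 60%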;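 note: luciferase light reporting Pax8 driven TPO promoter activity; plate controls were median of neutral control wells for no effect and mitoxantrone controls for full effect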
ARNT TACC3 PPI: disruptors of ARNT/TACC3 protein interaction, primary screen, biochemical, AlphaScreen, single concentration | AlphaScreen His-ARNT PAS-B/GST-TACC3 binding, luminescence; TACC3 fragment carries E629A point mutation | inhibition, % at 9.99 µM | 390,000 compounds, 0.66% hits;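 active = mean inhibition of replicates at least 50% and at least half of replicates each reaching 50%; inconclusive = half or more replicates reach 50% but mean below 50%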;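 note: 0% = complete ARNT plus TACC3 wells and 100% = ARNT alone without TACC3; many hits fall short of the cut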
LGR2 antag: inhibitors of bursicon-induced LGR2 CRE-luciferase signal, primary screen, cell-based, HEK293, CRE-luciferase reporter, bursicon stimulation. AID 720647, 2013. bursicon-stimulated, 4 h. inhibition, % at 9.99 µM. 380,000 compounds, 0.35% hits;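 active = drop in luminescence signal, shown as inhibition above about 50% in the replicate tests, limit read from the data, passing the limit was not always enough; inconclusive = probably only some replicates passing the limit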;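 note: agonist challenge used bursicon conditioned medium at about half maximal strength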
DENV2 CPE: inhibitors of DENV2 cytopathic effect, primary screen, cell-based, plate reader, single concentration | CPE inhibition, % at 9.99 µM | 350,000 compounds, 1.7% hits | DENV2-infected cells, cytopathic effect rescue | AID 651640, 2012; in the data active = CPE inhibition above about 20%, passing the limit was not always enough; inconclusive = no clear call, values can overlap the other calls; tested in BHK-21 cells;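 note: 0% = median of neutral control wells and 100% = median of positive control wells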
EWS-Fli inh: EWS/Fli-driven NR0B1 reporter inhibitors, primary screen, A673 cells, NR0B1 luciferase, luminescence, MLPCN library | viability-normalised | inhibition, % at 12.6 µM | 350,000 compounds, 0.67% hits | AID 651661, 2012;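 active = mean inhibition of at least 50% after viability correction, with every replicate also passing that limit; inconclusive = mean reaches 50% but only one of two replicates passes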;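 note: firefly luciferase signal divided by Alamar Blue viability fluorescence both relative to DMSO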
SIRT5 inh: SIRT5 desuccinylase inhibitors, primary screen, biochemical, fluorescence imaging, single point, set 5. inhibition, % at 15 µM. 330,000 compounds, 1.1% hits. AID 652115, 2013. NAD-dependent protein deacylase sirtuin-5, mitochondrial (Homo sapiens), Q9NXA8. Purified SirT5, succinyl-peptide AMC, trypsin-coupled fluorescence; in the data active = inhibition above about 15%; inconclusive = no clear call, values can overlap the other calls
Target sequence (Q9NXA8 whole entry, looked up): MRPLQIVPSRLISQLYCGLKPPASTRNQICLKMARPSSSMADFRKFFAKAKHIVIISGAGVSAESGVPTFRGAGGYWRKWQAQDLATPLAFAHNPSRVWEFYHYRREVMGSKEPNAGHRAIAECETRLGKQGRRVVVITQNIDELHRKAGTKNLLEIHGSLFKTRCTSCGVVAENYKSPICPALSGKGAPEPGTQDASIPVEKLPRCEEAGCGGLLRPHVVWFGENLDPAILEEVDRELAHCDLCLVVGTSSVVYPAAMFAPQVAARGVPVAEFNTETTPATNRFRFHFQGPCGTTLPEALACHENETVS
Casp6 inh: human caspase-6 inhibitors, primary screen, biochemical, VEID-R110 fluorescence, single point, set 2. purified caspase-6, Z-VEID-R110 cleavage fluorescence. inhibition, % at 12.5 µM. 350,000 compounds, 0.53% hits. AID 686996, 2013;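 active = mean inhibition across replicates at least about 35%, with every replicate also reaching that limit, limit read from the data; inconclusive = only one of the two criteria met; inactive = neither criterion met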;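 note: 0% = median of neutral control wells and 100% = no fluorescence left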
Target sequence (P55212 24-179 limits assumed): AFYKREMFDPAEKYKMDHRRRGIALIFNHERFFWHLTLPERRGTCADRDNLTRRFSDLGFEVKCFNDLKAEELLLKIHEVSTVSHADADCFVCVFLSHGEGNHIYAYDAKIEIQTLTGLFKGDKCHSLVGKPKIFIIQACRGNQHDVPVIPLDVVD
Target sequence (P55212 194-293 limits assumed): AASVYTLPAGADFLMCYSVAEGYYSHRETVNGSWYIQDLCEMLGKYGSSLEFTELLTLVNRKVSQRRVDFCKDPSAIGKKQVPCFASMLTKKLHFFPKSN
An asterisk follows results filed as active; ? = inconclusive; nt = no result given; & = joins results of further samples.

Each structure is followed by: PAX8 reporter, ARNT TACC3 PPI, LGR2 antag, DENV2 CPE, EWS-Fli inh, SIRT5 inh, Casp6 inh
> O=C(C[C@@H]1CC[C@@H]2[C@H](COC[C@@H](O)CN2Cc2nccs2)O1)NCc1ccc(-c2ccccc2)cc1
→ 20, -45, 4, 18, 12, 6, -1
> Cc1cc(OCC(=O)N2CCC[C@@H]2C(=O)O)c2c(C)c(C)c(=O)oc2c1
→ nt, -7, 2, -1, -3, nt, 0
> Cc1noc(C)c1S(=O)(=O)N(C)C[C@H]1Oc2c(NC(=O)NC(C)C)cccc2C(=O)N([C@H](C)CO)C[C@@H]1C
→ -8, -2, 1, 9, -18, -6, -2
> O=C(NCc1ccc(F)cc1)[C@@H]1[C@@H](CO)[C@@H]2Cn3c(cccc3=O)[C@H]1N2Cc1cccnc1
→ nt, 17, 1, -3, -4, 4, 1
> CCOc1ccc(C(=O)NCC(=O)OCc2c(F)cccc2Cl)cc1OCC
→ -3, 8, -18, -8, 6, 2, -3
> c1coc(C2=NCCc3ccccc32)c1
→ 9, -6, -4, 2, 11, -22, 1
> COc1cccc(CN2CCN(C(=O)C3CCC(=O)N(C4CCCC4)C3)CC2)c1 (stereo not given)
→ 11, 4, -23, 5, nt, 1, 0
> CC1CCCC(C)N1C(=O)COC(=O)c1ccccc1O (stereo not given)
→ -11, -6, -48, 16, -11, -2, -7
> N#Cc1cccc(-c2ccc3c(c2)[C@H]2[C@H](CCN2C(=O)CN2CCOCC2)[C@H](CO)N3)c1
→ -79, 1, 9, nt, -32, nt, nt
> CCn1c(SCC(=O)OCc2ccccc2)nnc1-c1ccco1
→ nt, -4, -2, 5, 4, -3, 57*
> CC(C)c1ccc(NC2CCCN(C(=O)CN3CCOC3=O)C2)cc1 (stereo not given)
→ nt, 1, 8, 2, -2, -3, -1
> Cc1ccc2c(c1C)-c1c(ccc(C)c1C)C(=O)C2=O
→ 93*, 14, 55*, 2, 59*, 1, 8
> COc1ccccc1NC(=O)N1C[C@@H]2N[C@H](C1)C2c1ccc(-c2ccc(C#N)cc2)cc1 (stereo not given in full)
→ -3&-14, nt, 24&5, -3&-3, -6&4, 1&10, 1&-1
> Cc1ccccc1NC(=S)/C(=C(\[O-])c1ccc(C)c([N+](=O)[O-])c1)[n+]1ccccc1
→ 19, 1, 10, nt, 0, nt, nt
> O=[N+]([O-])c1cccc(-c2nnc(SCc3cccnc3)o2)c1
→ -20, 1, -14, -4, -11, -2, -6
> CN(C)CCC(C(=O)c1ccccc1)c1cccnc1 (stereo not given)
→ -9, -3, 13, 6, -13, -1, -1
> CC(C)C1CC(CCN)(c2ccccc2)CCO1 (stereo not given)
→ 9, -8, 0, 1, 0, -3, 1
> CCc1ccc(OCC(=O)NNC(=O)C2CCN(c3ncnc4sc(C)c(C)c34)CC2)cc1
→ 0, 0, 5, 0, 23, -2, 3
> Cn1ccnc1SCC(=O)Nc1ccc(F)c([N+](=O)[O-])c1
→ 3, 1, -1, -6, 5, -5, 4
> CC(C)c1ccc(N2C(=NC(=O)C3CCCO3)SC3CS(=O)(=O)CC32)cc1 (stereo not given)
→ -6, 1, 12, -6, 4, -3, 1
> N#CC1(NC(=O)CSc2nnc(Cc3ccccc3)o2)CCCCC1
→ 7, 21, -19, -5, 1, -6, -2
> CC(C)c1ccc(-n2cnn(-c3ncccc3[N+](=O)[O-])c2=O)cc1
→ -61, -3, -16, -1, -36, -1, 0
> COc1ccccc1NC(=O)c1cccc(N2C(=O)C3C4C=CC(C4)C3C2=O)c1 (stereo not given)
→ -8, 3, 0, 4, nt, -3, 1
> COc1cccc(-c2cccc3c2NC(=O)C3(C)Cc2cccc(F)c2)c1 (stereo not given)
→ 29, nt, 13, 5, 9, nt, 0
> CCOC(=O)C1=C(C(=O)OCC)C2N(Cc3ccc(C(F)(F)F)cc3)c3ccccc3[C@@]23C[C@@H](C(=O)OC)N(S(=O)(=O)c2ccc(OC)cc2)C3=N1 (stereo not given in full)
→ 2, nt, -19, -12, 4, nt, 2
> CCN1CCN(S(=O)(=O)c2ccc(Oc3ccccc3OC)cc2)CC1
→ 0, 2, -10, nt, -2, 2, -1
> CC(C)NC(=O)Nc1cccc2c1O[C@@H](CN(C)Cc1ccc(C(F)(F)F)cc1)[C@@H](C)CN([C@@H](C)CO)C2=O
→ 20, -1, -12, ?, -32, 0, 0
> C[C@@H]1CN([C@H](C)CO)C(=O)c2cc(NC(=O)Nc3cccc4ccccc34)ccc2O[C@@H](C)CCCCO[C@@H]1CN(C)Cc1ccncc1
→ nt, 14, 21, 0, 3, 5, 0
> C=CCn1c(-c2ccccc2)nc(=S)c2c1CCCC2
→ 5, -5, -6, 7, -20, -6, -4
> C(=N\N1CCN(c2ccccn2)CC1)/C1=C(N2CCOCC2)C(=C/c2ccccc2)/CC1
→ 5, 9, -1, -2, 21, 0, 1
> CC12CCC(=O)N1C(C(=O)Nc1ccc(SC(F)F)cc1)CS2 (stereo not given)
→ 4, -1, -8, 2, -3, -1, -2
> N=C1C(c2ccccc2)=C(O)CN1c1cccc(O)c1
→ 2, 5, 3, 4, -4, -1, -1
> COc1ccc(NS(=O)(=O)c2cc(NC(=O)C3=NN(c4ccccc4)C(=O)CC3)ccc2C)cc1
→ 13, nt, 10, ?, 15, 1, -4
> CCCNC(=O)N1CC2(C1)[C@H](c1ccccc1)[C@@H](CO)N2C(=O)C1CCCC1
→ nt, nt, -18, -3, 9, -3, 3
> COc1ccc(NC(=O)N(C)C[C@H]2OCCCC[C@@H](C)Oc3ccc(NS(C)(=O)=O)cc3C(=O)N([C@H](C)CO)C[C@H]2C)cc1
→ 0, 7, 10, 95*, -1, -3, 3
> Cc1c(C(=O)OCC(=O)Nc2c(C)n(C)n(-c3ccccc3)c2=O)oc2ccccc12
→ 25, -3, 14, 11, -3, 0, 3
> O=C(COc1ccc(Cl)cc1Cl)NCCN1CCCCC1
→ -2, nt, nt, -5, -8, 1, -3
> COc1ccc(OC)c(-c2csc(NC(=O)CSc3ccc(Br)cc3)n2)c1
→ -9, 0, nt, 2, 9, 2, -2
> COCC(=O)Nc1ccc2c(c1)C(=O)N(C)C[C@@H](OC)[C@@H](C)CN(C(C)=O)[C@@H](C)CO2
→ nt, -7, -1, nt, -5, -5, 8
> CC(C)NC(=O)Nc1ccc2c(c1)C(=O)N([C@@H](C)CO)C[C@@H](C)[C@H](CN(C)C(=O)Nc1ccc(F)cc1)OCCCC[C@H](C)O2
→ -4, 8, 2, 1, 4, -5, 2

Part of the list above, as tab-separated lines:
Molecule	PAX8 reporter	ARNT TACC3 PPI	LGR2 antag	DENV2 CPE	EWS-Fli inh	SIRT5 inh	Casp6 inh
N#CC1(NC(=O)CSc2nnc(Cc3ccccc3)o2)CCCCC1	7	21	-19	-5	1	-6	-2
CC(C)c1ccc(-n2cnn(-c3ncccc3[N+](=O)[O-])c2=O)cc1	-61	-3	-16	-1	-36	-1	0
COc1ccccc1NC(=O)c1cccc(N2C(=O)C3C4C=CC(C4)C3C2=O)c1 (stereo not given)	-8	3	0	4	nt	-3	1
COc1cccc(-c2cccc3c2NC(=O)C3(C)Cc2cccc(F)c2)c1 (stereo not given)	29	nt	13	5	9	nt	0
CCOC(=O)C1=C(C(=O)OCC)C2N(Cc3ccc(C(F)(F)F)cc3)c3ccccc3[C@@]23C[C@@H](C(=O)OC)N(S(=O)(=O)c2ccc(OC)cc2)C3=N1 (stereo not given in full)	2	nt	-19	-12	4	nt	2
CCN1CCN(S(=O)(=O)c2ccc(Oc3ccccc3OC)cc2)CC1	0	2	-10	nt	-2	2	-1
CC(C)NC(=O)Nc1cccc2c1O[C@@H](CN(C)Cc1ccc(C(F)(F)F)cc1)[C@@H](C)CN([C@@H](C)CO)C2=O	20	-1	-12	?	-32	0	0
C[C@@H]1CN([C@H](C)CO)C(=O)c2cc(NC(=O)Nc3cccc4ccccc34)ccc2O[C@@H](C)CCCCO[C@@H]1CN(C)Cc1ccncc1	nt	14	21	0	3	5	0
C=CCn1c(-c2ccccc2)nc(=S)c2c1CCCC2	5	-5	-6	7	-20	-6	-4
C(=N\N1CCN(c2ccccn2)CC1)/C1=C(N2CCOCC2)C(=C/c2ccccc2)/CC1	5	9	-1	-2	21	0	1
CC12CCC(=O)N1C(C(=O)Nc1ccc(SC(F)F)cc1)CS2 (stereo not given)	4	-1	-8	2	-3	-1	-2
N=C1C(c2ccccc2)=C(O)CN1c1cccc(O)c1	2	5	3	4	-4	-1	-1
COc1ccc(NS(=O)(=O)c2cc(NC(=O)C3=NN(c4ccccc4)C(=O)CC3)ccc2C)cc1	13	nt	10	?	15	1	-4

Later entries:
Each structure is followed by: PAX8 reporter, ARNT TACC3 PPI, LGR2 antag, DENV2 CPE, EWS-Fli inh, SIRT5 inh, Casp6 inh
> CCOc1ccc(NC(=O)Nc2nc(SCC)ns2)cc1
→ 11, -2, 12, -12, -10, -4, -2
> c1ccc(COc2cncc(-c3cccnc3)c2)cc1
→ -64, -3, nt, 16, -42, 0, -2
> CCNc1nc(NCC)n2c(SCC(=O)Nc3ccc(C)cc3Br)nnc2n1
→ 10, 1, -10, -6, 11, nt, -1
> O=S(=O)(Nc1cccnc1)c1ccccc1
→ 2, nt, -22, 9, 7, 5, 7
> CC1(c2nnnn2Cc2ccccc2)CCC(=O)N1Cc1ccc(F)cc1 (stereo not given)
→ 15, nt, 20, -14, -3, nt, -1
> O=[N+]([O-])c1cc(C(F)(F)F)cc([N+](=O)[O-])c1N1CCCNCC1
→ -6, -43, nt, -5, 0, -1, -1
> CCOC(=O)[C@H]1[C@H]2COc3ccccc3[C@@H]2N2C(=O)c3c(C)cc(C)cc3NC(=O)[C@@]12C
→ 3, 0, -8, -15, 1, nt, 3
> Cn1c(N)c(C(=O)COC(=O)CNC(=O)c2ccccc2Cl)c(=O)n(C)c1=O
→ -7, 2, 1, -3, -3, 3, 2
> COc1ccc(S(=O)(=O)N(C)C[C@@H]2OCCCC[C@@H](C)Oc3ccc(NC(=O)Nc4c(C)noc4C)cc3C(=O)N([C@@H](C)CO)C[C@@H]2C)cc1
→ 12, 0, -8, -9, -6, 4, -3
> C[C@H]1CN([C@@H](C)CO)C(=O)c2cc(NC(=O)NC3CCCCC3)ccc2O[C@@H]1CN(C)S(=O)(=O)c1ccc(F)cc1
→ -13, 8, -20, ?, -4, 4, 0
> COCCNC(=O)c1cn(C)c2ccc(S(=O)(=O)N3CCCC3)cc2c1=O
→ -12, -6, -2, 2, -7, -2, -3
> O=[N+]([O-])c1cccc(N=Cc2ccccc2)c1
→ 13, 4, 3, 9, -4, -2, 2
> Cc1csc(NC(=O)CSc2nc(C(C)C)nc3c2c(=O)n(C)c(=O)n3C)n1
→ 22, -2, 19, -4, 15, -3, 1
> Cc1ccc(-c2csc(C(O)c3cccc(Cl)c3)n2)cc1C (stereo not given)
→ -7, nt, 13, -1, -1, nt, 2
> COc1cccc(CN2CC(C(=O)NCc3ccc(C)c(F)c3)CCC2=O)c1 (stereo not given)
→ -15, 1, -7, ?, -11, 2, 0
> O=C(C[C@@H]1CC[C@H]2NC[C@@H](O)COC[C@@H]2O1)NC1Cc2ccccc2C1
→ -3, 5, -5, -6, 1, -1, -2
> CCC(=O)NC[C@H]1[C@@H](c2ccc(-c3ccc(OC)cc3)cc2)[C@@H](CO)N1C(C)=O
→ nt, nt, 10, 8, nt, -1, 2
> Cc1noc(C)c1NC(=O)Nc1cccc2c1O[C@@H](CN(C)C(=O)NC1CCCCC1)[C@@H](C)CN([C@@H](C)CO)C2=O
→ nt, 3, 23, 11, -6, 5, 1
> COc1cc(NC(=O)COc2ccc(Br)cc2)ccc1NC(=O)C(C)C
→ -5, -3, 4, -1, -4, -7, -1
> c1ccc(NC2=NCCN2CC2CCC2)cc1
→ 7, -1, -3, 5, -6, nt, 7
> Cc1ccc(S(=O)(=O)NC(C)C(=O)NC(C)c2cccs2)cc1 (stereo not given)
→ 12, 4, 11, 11, 5, -3, -1
